All columns: NCI-60 one-dose screen, growth in % after 48 h at 10 µM unless noted; 100 = growth as untreated, 0 = no growth, -100 = all killed.
HCT-15: HCT-15 colon cancer; 82,000 tested, 5.2% active; AID 1794746
SNB-19: SNB-19 CNS cancer cells; 81,000 tested, 2.5% active; AID 1794751
SNB-75: SNB-75 CNS cancer. 79,000 tested, 5% active. AID 1794750
HCC-2998: HCC-2998 colon cancer; 79,000 tested, 4.7% active
HT29: HT29 colon cancer; AID 1794748; 81,000 tested, 7.4% active
SF-268: SF-268 CNS cancer cells | AID 1794759 | 82,000 tested, 3.1% active
SW-620: SW-620 colon cancer; 82,000 tested, 5.2% active; AID 1794795
KM12: KM12 colon cancer cells. 82,000 tested, 5% active
HCT-116: HCT-116 colon cancer; 82,000 tested, 7.3% active; AID 1794798
* marks the source's active call; other numbers are inactive results; / = not tested or not shown; & = joins results of further samples; ! = a repeat was not active. The calls were made as follows: active = growth percent below 10; inactive = the rest.

Compound	HCT-15	SNB-19	SNB-75	HCC-2998	HT29	SF-268	SW-620	KM12	HCT-116
CO[C@H]1C[C@@H]2CC[C@@H](C)[C@@](O)(O2)C(=O)C(=O)N2CCCC[C@H]2C(=O)O[C@H]([C@H](C)C[C@@H]2CC[C@@H](OCCO)[C@H](OC)C2)CC(=O)[C@H](C)/C=C(\C)[C@@H](O)[C@H](OC)C(=O)[C@H](C)C[C@H](C)\C=C/C=C/C=C/1C	54	49	21	66	44	52	54	55	64
O=C1/C(=C/c2ccc(Br)cc2)Oc2ccc(O)c(-c3ccccc3)c21	93	96	87	108	101	87	97	95	87
C[C@H]1c2ccccc2OC(=O)C[C@@H]1c1ccccc1	100	99	105	101	100	98	95	99	100
C=CCSc1nc2cc3c(C)c(CC)c(=O)oc3c(C)c2o1	101	106	85	97	102	100	106	102	104
O=C1c2ccccc2C(=O)c2c(N=Nc3[nH]c(=O)[nH]c3O)cccc21	85	84	80	113	74	100	109	101	91
COC(=O)c1cc(=O)nc(N/N=C/c2ccccc2O)s1	70	95	110	89	93	88	106	95	59
O=C(O)/C=C/C(=O)Nc1cccc2ccccc12	106	/	77	112	112	90	98	104	94
CN(Cc1ccccc1)c1nc(Cl)c(C2CC(c3ccccc3)=Cc3[nH][nH]c(=O)c32)s1 (stereo not drawn)	100	97	94	101	107	98	100	100	100
COc1ccc2c(c1)O/C(=C/c1ccc(OCC(=O)Nc3ccccc3)cc1)C2=O	99	94	97	101	105	95	100	102	96
CCS/C(Nc1ccccc1)=C(\C#N)C(=O)N/N=C/c1ccc(Cl)cc1Cl	20	20	-6.9*	48	9.5*	34	19	28	18
OCCCNc1nccc(NCCCNc2ccnc3cc(Cl)ccc23)n1	98	93	78	101	84	95	90	99	88
C/C(=N\N=C1\SCC(=O)N1c1cccc(C)c1)c1cc2ccccc2oc1=O	98	98	93	120	107	98	102	102	100
[C-]#[N+]c1c(-c2ccc(OC)cc2)cc(-c2ccc(N)cc2)nc1N	99	95	86	86	97	99	108	82	91
COc1ccc(NC(=O)c2c(Nc3ccc(OC)cc3OC)n[nH]c2N)c(OC)c1	104	90	/	107	102	102	102	102	90
Cc1cc2cc3cc(C)c(N(C)C)cc3nc2cc1N(C)C	72	/	27	24	16	14	18	3.9*	14
O=C(N=c1n(-c2ccccc2)nc2n1CCN2C1=NCCN1C(=O)c1ccc(Cl)cc1)c1ccc(Cl)cc1	57	86	69	86	60	73	68	61	39
Cc1ccc(-c2cc3c(cc2O)C2CCCCC2(N2CCOCC2)O3)cc1 (stereo not drawn)	101	99	75	106	105	97	117	109	97
COc1cc(OC)c(/C=N/NC(=S)NC23CC4CC(CC(C4)C2)C3)c(OC)c1	89	91	100	101	87	110	97	99	83
CC(=O)c1ccccc1OC(F)(F)C(F)Cl (stereo not drawn)	/	104	87	109	100	109	120	111	101
O=CN1N=C(c2ccc(Nc3ccnc4cc(Cl)ccc34)cc2)CC1c1ccc(Cl)cc1 (stereo not drawn)	16	45	4.3*	-20*	5.6*	35	33	9.1*	12

Overlap with the part before: 2 entries, then new ones.
Compound	HCT-15	SNB-19	SNB-75	HCC-2998	HT29	SF-268	SW-620	KM12	HCT-116
CC(=O)c1ccccc1OC(F)(F)C(F)Cl (stereo not drawn)	/	104	87	109	100	109	120	111	101
O=CN1N=C(c2ccc(Nc3ccnc4cc(Cl)ccc34)cc2)CC1c1ccc(Cl)cc1 (stereo not drawn)	16	45	4.3*	-20*	5.6*	35	33	9.1*	12
O=C(NC(=O)c1c(Cl)nc2sccn12)Nc1ccc(Cl)cc1	93	72	57	124	91	68	103	86	81
O=C1c2ccccc2C(O)(c2ccccc2)N1c1ccc([N+](=O)[O-])cc1Cl (stereo not drawn)	94&103	96&108	68&99	96&103	102&86	103&106	103&107	100&104	97&106
CS(=O)(=O)Nc1ccc(CC(=O)N2CCN(c3ccc(C(F)(F)F)cn3)CC2)cc1	89	101	97	88	90	93	97	92	90
Nc1nc(N)nc(Nc2ccccc2)n1	103	101	101	106	93	100	103	99	104
Cc1cc(NCCCCCCNc2cc(C)[n+](C)c3ccccc23)c2ccccc2[n+]1C	101	105	89	102	103	90	98	95	91
c1ccc2c(c1)C[C@@H](c1c[nH]c3ccccc13)c1[nH]c3ccccc3c1[C@H]2c1c[nH]c2ccccc12	67	84	72	81	40	58	60	60	48
CC(=O)CC(=O)N1CCc2ccccc21	117	99	79	115	96	109	100	111	108
COc1ccc(C2CC(c3ccc(OC)c(OC)c3)=NN2C(=O)c2cc(OC)c(OC)c(OC)c2)cc1 (stereo not drawn)	33	39	/	61	-1.1*	55	21	16	21
COc1cc(/C=C\C(C)=N\Nc2ccccc2)ccc1O	75	103	99	/	108	76	106	53	91
CC(C)(C)n1cc(-c2ccnc(NCCCNS(=O)(=O)c3ccc(C(F)(F)F)cc3)c2)c(-c2cccc(O)c2)n1	-56*	6.0*	/	-63*	2.3*	36	0.5*	-14*	16
CCN(CCNc1ccc(C)c2sc3cc(Cl)ccc3c(=O)c12)CC(C)O (stereo not drawn)	-43*	59	66	5.3*	-29*	83	12	39	10.0*
Cc1cccc(N2C(=O)/C(=C/C(Cl)=C/c3ccc([N+](=O)[O-])cc3)SC2=S)c1C	-20*	26	-19*	42	-7.9*	41	0.4*	19	-39*
CC(C)(C)C(=O)Nc1nc2c(s1)CCc1ccn(S(=O)(=O)c3ccccc3)c1-2	93	116	90	100	79	90	101	90	79
O=C1NN(C(=O)c2ccc([N+](=O)[O-])cc2)C(c2ccccc2)=N/C1=C\c1cn(-c2ccccc2)nc1-c1ccccc1	104	98	87	112	97	88	101	96	105
CCCCC1=NC2(CCCC2)C(=O)N1Cc1ccc(-c2ccccc2-c2nn[nH]n2)cc1	101	105	105	103	113	103	102	121	79
C=C(C)[C@@H]1CC[C@]2(C(=O)O)CC[C@]3(C)[C@H](CC[C@@H]4[C@@]5(C)C[C@@H](CC#Cc6ccc(C(C)=O)s6)[C@H](O)C(C)(C)[C@@H]5CC[C@]43C)[C@@H]12	33	76	71	63	34	62	60	18	26
COc1ccc(/C=C/C(=O)c2cc(O)ccc2O)cc1	88	97	84	106	102	84	100	84	97
CCCCCCCCCCCCCCCC(=O)NCCO	108	99	97	115	107	98	99	102	107
C#CC[C@@H]1C[C@]2(C)[C@H]3CC[C@@H]4[C@H]5C(C(=C)C)CC[C@]5(C(=O)NCCCCCCCCN)CC[C@@]4(C)[C@]3(C)CC[C@H]2C(C)(C)[C@H]1OC(C)=O (stereo partly drawn)	68	92	80	91	31	91	-2.6*	62	-89*
CC(C)C[C@H](NC(=O)OCc1ccccc1)C(O)C1CC1C(=O)C1CO1 (stereo partly drawn)	102	99	94	105	120	94	103	101	95
COc1cc(C2C3=C(COC3=O)Nc3cc4c(cc32)CCC4)cc2c1OCO2 (stereo not drawn)	15	43	46	8.3*	/	28	25	3.0*	5.7*
CSc1ccc(/C(=N/N=C(N)N)c2ccc(Cl)cc2)cc1	3.5*	20	1.2*	-68*	-30*	19	2.5*	5.8*	-28*
COc1ccc(-c2cc(-c3cc(OC)c(OC)c(OC)c3)c(C#N)c(=O)n2CCCCCC(=O)NO)cc1	72	90	70	110	101	92	101	93	88
COc1ccc(-c2cc(C(=O)c3cc(C)c(C)cc3O)cn(NC(=O)OC(C)(C)C)c2=O)cc1	68	83	/	113	108	94	103	103	82
CCc1ccccc1-n1c(=O)c(C#N)c(-c2ccc(O)cc2)c2c(=N)n(N)cnc21	103	106	97	195	101	109	106	94	111
CN(C)c1nc(N)c2nccnc2n1	120	104	85	/	110	101	99	101	104
O=C1/C=C/[C@@H](O)[C@@H]2C[C@@H](O)C[C@H]2/C=C/CCC[C@H](CCc2cccc3ccccc23)O1	7.5*	30	33	3.8*	3.9*	17	-28*	-38*	-64*
CSc1nc(Oc2ccc(C(C)=O)cc2)c(C#N)c(-c2cccc([N+](=O)[O-])c2)n1	96	100	74	110	121	98	101	100	93
COc1ccc(CCN2C(=O)/C(=C/C3=Cc4ccccc4OC3)SC2=S)cc1	115	101	/	110	113	117	113	102	94
S=C1c2ccccc2SC2c3cccn3CCN12 (stereo not drawn)	98	92	72	102	98	101	98	99	81
CC(=O)NCCc1ccccc1	97	98	95	103	100	102	109	105	108
CS(=O)(=O)c1ccc(-c2nc3ccccn3c2C=Nc2ccc(Br)cc2)cc1	39	80	88	95	70	68	59	/	47
COC(=O)CC[C@@H]1O[C@@H](c2ccccc2)[C@@H](I)[C@H]1O	104	106	89	110	109	99	96	94	100
Cc1cc(=O)c2c(ccc3c(=O)cc(C)[nH]c32)[nH]1	96	100	70	106	105	115	105	110	100
O=C1NC(=O)/C(=C/c2ccc(C3Oc4ccccc4C4CC(c5ccccc5)=NN43)cc2)S1 (stereo not drawn)	102	98	93	101	112	100	106	104	104
O=C1c2ccccc2C(=O)N1CCS(=O)(=O)O	106	101	82	103	99	100	98	92	105
O=[N+]([O-])C1CCCCC1	104	103	56	110	100	104	103	104	97
COc1cc(C2C(Cl)C(=O)N2n2cnnc2)ccc1O (stereo not drawn)	94	100	78	95	98	93	102	98	86
CCCc1c(CC)c(=N)c2ccccc2n1C	11	95	73	15	4.7*	79	58	/	28
COc1ccc2sc3c(Cl)nc4ccccc4c3c(=O)c2c1	89	102	85	93	109	96	98	97	88
O=C(CCl)OCCCCCOC(=O)CCl	91	110	90	102	109	101	115	109	94
O=S(=O)(NCCNc1nccc(-n2ccc3cccnc32)n1)c1cccc(Br)c1	86	99	/	112	104	97	112	94	104
Cc1c(C)c2c(c(C)c1O)CCC(C)(CCCC(C)CCCC(C)CCCC(C)C)O2 (stereo not drawn)	94	111	85	105	94	106	105	98	101
Fc1ccccc1CSc1ncnc2c1ncn2C1CCCCO1 (stereo not drawn)	76	101	95	96	103	114	99	107	94
FC(F)(F)Oc1ccc2c(c1)C[C@H]1C[C@@H](c3ccoc3)N2O1	95	105	99	97	100	126	110	103	107
CCN(CC)CCCC(C)Nc1cnc(C(=O)Nc2cc(F)cc3cccnc23)cn1 (stereo not drawn)	-33*!	-88*!	-54*!	14&67	5.3*!	-92*!	-79*!	-92*!	-67*
Cc1cc(N=NC(=N)N)c(C(C)C)cc1NN=C(N)N	106	93	88	101	94	/	103	99	90
Cc1cc2nc3c(=O)[nH]c(=O)nc-3n(CC(O)C(O)C(O)C(O)CO)c2cc1C (stereo not drawn)	104	106	102	103	112	103	99	105	101
N#C/C(=C/c1c(O)ccc2ccccc12)C(N)=O	100	109	87	/	101	95	95	94	101
O=c1c2ccccc2nc(SCc2nnc(Nc3ccccc3)s2)n1CCc1ccccn1	108	99	87	112	104	100	100	97	103

Exported with two lines to a compound: part of the list above.
Value order: HCT-15	SNB-19	SNB-75	HCC-2998	HT29	SF-268	SW-620	KM12	HCT-116
- CN(C)c1nc(N)c2nccnc2n1
→ 120	104	85	/	110	101	99	101	104
- O=C1/C=C/[C@@H](O)[C@@H]2C[C@@H](O)C[C@H]2/C=C/CCC[C@H](CCc2cccc3ccccc23)O1
→ 7.5*	30	33	3.8*	3.9*	17	-28*	-38*	-64*
- CSc1nc(Oc2ccc(C(C)=O)cc2)c(C#N)c(-c2cccc([N+](=O)[O-])c2)n1
→ 96	100	74	110	121	98	101	100	93

Continuation:
Compound	HCT-15	SNB-19	SNB-75	HCC-2998	HT29	SF-268	SW-620	KM12	HCT-116
CC1(C)C(=O)/C(=C\c2ccccc2[N+](=O)[O-])C[C@]2(C)[C@H]3CC[C@@H]4[C@@H](C(=O)/C=C/c5ccccc5[N+](=O)[O-])CC[C@@]4(C)[C@]3(C)CC[C@@H]12	83	96	98	104	78	95	84	96	50
O=C(/C(=C/c1ccc([N+](=O)[O-])cc1)SCc1ccc(F)cc1)c1ccc(F)cc1	37	68	97	88	22	81	-27*	60	-25*
Fc1ccc(-c2nnc(-c3c(-c4ccc(F)cc4)nc4ccccn34)o2)cc1	99	93	37	94	79	/	91	80	45
CCN(CC)Cc1cc(Nc2cc(C(F)(F)F)c(C#N)c3nc4ccccc4n23)ccc1O	6.2*	19	13	20	5.3*	27	15	11	4.7*
Cc1ccc(SCN2CCN(c3cccc(Cl)c3)CC2)cc1	93	/	85	100	110	100	107	104	92
O/N=C\c1cccc2ccccc12	98	106	101	98	95	103	109	101	90
C=C1CCC2C3(C)COC(c4ccc(Cl)cc4)OC3CCC2(C)C1/C=C/C1=CCOC1=O (stereo not drawn)	51	76	82	32	47	76	72	60	30
Nc1nc2ncc(CCNc3ccc(C(=O)O)cc3)nc2c(=O)[nH]1	102	111	110	117	97	120	110	111	104
CCCCN(Cc1ccc(C(=O)NO)cc1)C(=O)Nc1ccc(OCCCCCn2cc(CNc3cccc4c3C(=O)N([C@@H]3CCC(=O)NC3=O)C4=O)nn2)cc1	97	90	76	94	94	94	89	97	90
CC(=O)c1ccc(S(=O)(=O)Cl)cc1	101	96	88	97	110	113	102	106	114
CCCCN1C=CCN(CCCC)C1	90	31	67	46	49	58	73	23	34
CCCCCCC(C)N1C(=O)c2ccccc2C1=O (stereo not drawn)	99	102	82	115	99	101	97	102	98
COc1ccc(Sc2ccc3[nH]c(=O)nc(N)c3c2)cc1	103	94	91	/	106	107	101	108	100

Single entries from the entries so far.
Under HCC-2998, CC(=O)c1ccc(S(=O)(=O)Cl)cc1 has the entry 97
Under HCT-116, N#C/C(=C/c1c(O)ccc2ccccc12)C(N)=O has the entry 101
